Screening results deposited in PubChem BioAssay by National Center for Advancing Translational Sciences (NCATS).
FEN1 inh: qHTS Assay for the Inhibitors of Human Flap endonuclease 1 (FEN1); 390,000 compounds, 0.35% hits; AID 588795, 2011; Recombinant FEN1 flap cleavage, fluorescence, 15 min; P39748; Potency, µM (titrated, usually from 114 µM), for the others: top-dose activity change, negative = inhibition, most hits filed as inhibitors; note: nearly all actives have a fitted effect of over 65% in size
Target sequence (P39748 whole entry, looked up): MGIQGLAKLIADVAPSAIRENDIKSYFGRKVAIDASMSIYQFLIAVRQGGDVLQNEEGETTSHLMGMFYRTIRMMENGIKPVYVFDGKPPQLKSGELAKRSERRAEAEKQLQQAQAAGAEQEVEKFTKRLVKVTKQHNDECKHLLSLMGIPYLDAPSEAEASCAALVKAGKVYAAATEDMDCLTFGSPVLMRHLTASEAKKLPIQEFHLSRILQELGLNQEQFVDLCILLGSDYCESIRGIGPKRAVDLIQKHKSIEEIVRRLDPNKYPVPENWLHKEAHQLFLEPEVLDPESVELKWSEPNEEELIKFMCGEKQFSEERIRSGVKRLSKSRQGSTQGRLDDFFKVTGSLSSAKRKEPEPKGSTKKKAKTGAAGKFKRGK
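Quantitative HTS format: each compound was titrated, incubated with 10 nM nuclease for 15 min at room temperature, then challenged with flap substrate at 50 nM final. Signal change over 15 min gave concentration–effect curves.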
TDP1 inh: qHTS Assay for Inhibitors of Tyrosyl-DNA Phosphodiesterase (TDP1) | recombinant TDP1, AlphaScreen DNA substrate cleavage | 350,000 compounds, 0.28% hits | Potency, µM (doses to about 130 µM), for inactives: at the highest dose activity change, negative = inhibition, usual class: inhibitors; note: nearly all actives have a fitted effect of over 40% in size
Target sequence (Q9NUW8 whole entry, looked up): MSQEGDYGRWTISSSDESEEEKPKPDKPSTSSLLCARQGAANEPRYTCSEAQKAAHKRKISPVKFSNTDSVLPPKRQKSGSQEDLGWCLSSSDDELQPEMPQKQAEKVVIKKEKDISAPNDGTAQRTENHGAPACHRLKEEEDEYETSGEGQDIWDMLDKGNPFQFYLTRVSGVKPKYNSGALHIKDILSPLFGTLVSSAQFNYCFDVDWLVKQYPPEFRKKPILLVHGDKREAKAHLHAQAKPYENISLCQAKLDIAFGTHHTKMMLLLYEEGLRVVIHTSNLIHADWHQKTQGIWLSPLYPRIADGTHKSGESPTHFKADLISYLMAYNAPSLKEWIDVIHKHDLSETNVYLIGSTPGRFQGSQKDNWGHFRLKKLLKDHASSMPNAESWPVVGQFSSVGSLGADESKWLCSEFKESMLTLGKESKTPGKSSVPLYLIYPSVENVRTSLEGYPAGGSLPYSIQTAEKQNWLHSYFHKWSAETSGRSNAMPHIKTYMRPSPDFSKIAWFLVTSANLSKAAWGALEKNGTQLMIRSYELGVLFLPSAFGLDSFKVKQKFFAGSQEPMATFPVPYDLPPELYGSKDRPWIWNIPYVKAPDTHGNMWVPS
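Recombinant human Tdp1 (E. coli-expressed, 1 nM final) preincubated with compounds 15 min at room temperature, then 5'-biotin/3'-phosphotyrosine-FITC DNA substrate (15 nM final) added for 5 min. AlphaScreen beads (10 ug/ml final) added 10 min; cleavage lowers signal.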
N370S GC: qHTS Assay for Inhibitors and Activators of N370S glucocerebrosidase as a Potential Chaperone Treatment of Gaucher Disease; AID 2101, 2009; N370S GC spleen homogenate, 4MU-glucoside fluorescence; Lysosomal acid glucosylceramidase (Homo sapiens), P04062; Potency, µM (highest dose often 59.4 µM), inactives show at the highest dose activity change, negative = inhibition, most hits filed as inhibitors; 330,000 compounds, 0.092% hits;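 note: 0% = full enzyme activity and -100% = no enzyme basal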
* = called active by the depositor; ? = inconclusive; / = no result given; & = joins results of further samples; [ ] = remark or other dose. Calls come from the whole dose curve; as a rule, active = well fitted curve in the direction sought with a large enough effect; inconclusive = small, poorly fitted or top-dose-only effect, or another doubt; inactive = no such curve, though single readings can be large; an effect the other way counts as inactive or inconclusive. Unless noted, % is set by controls: 0 for no effect and ±100 for the full control effect; potency is the fitted concentration of half-maximal effect. An unsorted share of the library; about 0.57% have a hit in one of these screens.

SMILES	FEN1 inh	TDP1 inh	N370S GC
COCCn1c(COc2ccc(C)cc2)nc2ccccc21	9%	2%	12%
Cc1ccc(C(=O)NC(=S)Nc2ccccc2N2CCOCC2)cc1C	-6%	8%	-4%
CC(=O)C(Cc1ccccc1)NC(=O)COC(=O)CCN1C(=O)C2CC=CCC2C1=O (stereo not drawn)	8%	-7%[0.505 µM]	4%
Cc1csc(SCC(=O)Nc2nnc(C)s2)n1	8%	-8%	-8%
C=CCn1c(C)cc(C(=O)CSc2nnc(Cc3ccccc3)o2)c1C	-16%	5%	10%
Cc1[nH]c(=O)c(C#N)c2c1CSC(C)(C)C2	-3%	-2%	-8%
COc1ccccc1NC(=O)Cn1cc(C(=O)C(=O)N2CCOCC2)c2ccccc21	19%	-5%	-1%
COC(=O)c1cc(-c2ccccc2)on1	-1%	-1%	9%
CC(=O)Nc1ccc(NC(=O)CC2(CC(=O)N3CCOCC3)CCCC2)cc1	-8%	3%	-5%
O=C(C1=C[C@@H](c2coc3ccccc3c2=O)C[C@@H](OCc2ccc(CO)cc2)O1)N1CCN(Cc2ccc3c(c2)OCO3)CC1	-19%	8%	-20%
Cc1ccc(S(=O)(=O)N2CCC(c3ccncc3)CC2)c(C)c1	-7%	3%	/
COc1ccc(N(Cc2cc3cc(OC)ccc3[nH]c2=O)C(=O)c2cccnc2)cc1	1%	0%	0%
CCC(C)(C)NC(=O)C(c1cccc(OC)c1OC)N(C(=O)CCC(=O)Nc1cc(C)on1)c1ccc2c(c1)OCCO2 (stereo not drawn)	0%	11%	-9%
CCOC(=O)c1noc2ncn(CC(=O)Nc3cccc(Cl)c3)c(=O)c12	2%	-1%	/
N#CC(C#N)=C1NC2(CCCC2)Cc2ccccc21	-1%	1%	4%
CC1=Nc2cc(C(=O)N3CCCCC3)ccc2Sc2ccc(C)cc21	15%&4%	5%&2%	0%
COc1ccc(-c2[nH]ncc2/C=N\NC(=O)c2ccc(Br)o2)cc1OC	-17%	6%	-8%
Cc1ccc(C(=O)N2Cc3ccccc3CC2C(=O)O)cc1 (stereo not drawn)	8%	4%	-1%
C[C@H](NC(=O)c1ccco1)C(=O)Nc1ccc(C#N)cc1	-10%	/	-12%
O=C(CSc1nnc(NC(=O)c2ccccc2[N+](=O)[O-])s1)NCc1ccco1	11%	2%	-26%
CCc1nnc(NC(=O)c2ccc(-c3ccc(Cl)cc3)o2)s1	4%	2%	-6%
Cc1cnc(NC(=O)CCCNC(=O)c2ccc(Cl)cc2)s1	1%	0%	/
Cc1ccc(S(=O)(=O)CC(=O)Nc2ccc(S(=O)(=O)Nc3onc(C)c3C)cc2)cc1	-2%	0%	-1%
O=C(CSc1cn(CC(=O)N2CCCC2)c2ccccc12)Nc1ccc(Cl)cc1	-13%	-8%	/
CC(=O)N[C@H](Cc1c[nH]c2ccccc12)C(N)=O	/	-12%[56.1 µM]	-2%
O=C(Nc1ccccc1N1CCOCC1)C1CCCCN1S(=O)(=O)c1ccccc1 (stereo not drawn)	6%	-2%	4%
COc1ccc(N(CC(=O)Nc2ccc(C)cn2)S(=O)(=O)c2c(C)nn(C)c2C)cc1	15%	5%	5%
Cn1cccc1/C=N/n1c(-c2ccc(Cl)cc2Cl)n[nH]c1=S	1%	12%	0%
COc1ccc(C2(CNC(=O)C(=O)Nc3cccc(C(F)(F)F)c3)CCCC2)cc1OC	-4%	2%	/
CCC(=O)NC(c1cc(Cl)c2cccnc2c1O)C1CC1 (stereo not drawn)	3%	0%	/
Cc1ccc(NC(=O)NCc2nc3ccccc3n2C)cc1	-10%	4%	1%
C=CCn1c(=O)c(C(C)=O)cn(N(C)c2ncc(C(F)(F)F)cc2Cl)c1=O	4%	6%	10%
Cc1[nH]c2ccc(C(=O)NCCCN3CCCCCC3)cc2c1C	-10%	7%	6%
Cn1sccc1=O	-29%	/	-11%
Cc1nc2oc3c(NCc4ccccc4)ncnc3c2c2c1COC(C)(C)C2	-8%	4%	-2%
Cc1ccc(N/C=C(\C#N)c2ccc(OCCCF)cc2)cc1	7%	-7%	3%

Record cards, from the list above. Values in the order: FEN1 inh | TDP1 inh | N370S GC
O=C(C1=C[C@@H](c2coc3ccccc3c2=O)C[C@@H](OCc2ccc(CO)cc2)O1)N1CCN(Cc2ccc3c(c2)OCO3)CC1 is listed as -19% | 8% | -20%
CC(=O)N[C@H](Cc1c[nH]c2ccccc12)C(N)=O is listed as / | -12%[56.1 µM] | -2%
COCCn1c(COc2ccc(C)cc2)nc2ccccc21 is listed as 9% | 2% | 12%
CCC(=O)NC(c1cc(Cl)c2cccnc2c1O)C1CC1 (stereo not drawn) is listed as 3% | 0% | /
Cc1cnc(NC(=O)CCCNC(=O)c2ccc(Cl)cc2)s1 is listed as 1% | 0% | /

New compounds follow:
SMILES	FEN1 inh	TDP1 inh	N370S GC
COc1cc(C(=O)NCc2nnc(SCC(=O)NC3CCCCC3)o2)cc(OC)c1OC	-7%	-4%	-7%
Cc1cn(C2CC(OC(=O)C(C)C)C(CO)O2)c(=O)[nH]c1=O (stereo not drawn)	-7%	0%	/
N#Cc1nc(COc2ccccc2)oc1N1CCN(c2cccc(Cl)c2)CC1	-3%	2%	?
COc1ccc(C(=O)c2oc3ccc(OC)cc3c2N)cc1	-17%	3%	17%
O=C(CC1C(=O)NCCN1Cc1c(F)cccc1Cl)NCCCOc1cccnc1 (stereo not drawn)	21%	6%	-4%
C/C(O)=C(/N=O)C(=O)Nc1ccccc1	-2%	6%	8%
N#Cc1nc(-c2ccccc2Cl)oc1N1CCOCC1	-4%	11%	8%
COc1ccc(C2CC2/C(C)=N/OC(=O)C2CC2)cc1 (stereo not drawn)	13%	4%	-4%
CC(=O)Nc1ccc(NS(=O)(=O)c2ccc3c(c2)CC(C)N3C(=O)C2CCC2)cc1 (stereo not drawn)	7%	0%	/
CN(CC(=O)Nc1ccc(F)cc1)C(=O)CN1C(=O)c2ccccc2C1=O	6%	1%	/
CC1(C)N=C(SCC(=O)Nc2ccccc2)C(c2ccc(Cl)cc2)=N1	-21%	2%	9%
O=C(Nc1ccccc1NC(=O)c1ccco1)c1ccco1	10%	-2%	20%
Cc1csc(NC(=O)c2ccc3ccccc3n2)n1	-2%	/	9%
CC(=O)c1ccc(NC(=O)C2C3C=CC(O3)C2C(=O)O)cc1 (stereo not drawn)	-1%	/	-3%
C=CCn1c(SCC(=O)Nc2sccc2C(N)=O)nc2ccc(Cl)cc2c1=O	-5%	-3%	?
CCOc1ccccc1/C=N/Nc1ccnc(=O)[nH]1	13%	/	-17%
COc1ccc(-c2nc3nc(C)cc(=O)n3[nH]2)cc1	-14%	6%	17%
CC/C(O)=C1\C(=O)CCCC1=NCc1nc2ccccc2[nH]1	7%	6%	-6%
CC1CC(C)CN(CC(O)COCc2ccccc2)C1 (stereo not drawn)	0%	/	0%
CN1CCN(C(=O)C2CCN(c3ncnc4c3nc3n4CCCCC3)CC2)CC1	-2%	0%	-7%
CCCCNC(=O)c1ccc(CS(=O)(=O)c2cccc(C(F)(F)F)c2)o1	8%	1%	5%
COc1ccc(CNC(=O)CN2C(=O)CSc3ccc(S(=O)(=O)N4CCOCC4)cc32)c(OC)c1	-5%&2%	2%&-3%	-12%
Cc1ccc(S(=O)(=O)N(CCc2ccccc2)CC(=O)Nc2cc(C)ccc2C)cc1	-3%	2%	/
O=C(NCCc1ccccc1)c1cc(-c2ccncc2)nc2ccc(S(=O)(=O)N3CCOCC3)cc12	-18%	0%	2%
COc1cc(OC)c(OC)cc1CN1CCCC(C(=O)c2ccccc2SC)C1 (stereo not drawn)	3%	4%	-5%
CC1(C)CCCN(C(=O)c2ccc3c(c2NCCO)C(=O)c2ccccc2C3=O)C1	-25%	-1%	9%
COc1ccc(NC(=O)C2CCCN(S(=O)(=O)c3ccc4c(c3)oc(=O)n4C)C2)c(OC)c1 (stereo not drawn)	10%&-17%	6%&5%	-9%
CC(C)(Oc1ccc(Cl)cc1)C(=O)NCc1ccc(S(N)(=O)=O)cc1	13%	/	-15%
Cc1cccc(NC(=O)CSc2nc(=O)n(CCN3CCOCC3)c3c2CCC3)c1	-1%	5%	/
O=Cc1cccn1Cc1ccc(Cl)cc1Cl	-17%	-3%	6%
c1csc(-c2nc3nc4ccccc4nc3n2Cc2ccc3c(c2)OCO3)c1	-5%	2%	8%
c1ccc(-n2nnnc2SCc2cccc(CSc3nnnn3-c3ccccc3)n2)cc1	-1%	1%[56.1 µM]	22%
CCOc1ccc(-c2cc3c(=O)n(Cc4nc(-c5ccccc5OCC)oc4C)ccn3n2)cc1Cl	-4%	2%	/
Cc1cc(C)c2cc(C(=O)N3CCC(N4CCCCC4)CC3)[nH]c2c1	-4%	2%	?
NC(=O)C(c1ccccc1)c1ccc(C(=O)c2ccccc2)cc1 (stereo not drawn)	-2%	/	-4%
CCc1ccccc1NC(=O)CN(C)C(=O)c1cccc(S(=O)(=O)N2CCCCCC2)c1	17%	0%	/
O=C1CC(c2ccccc2Cl)CC(O)=C1C=Nc1ccccc1 (stereo not drawn)	1%	3%	20%
CCOC(=O)c1c(C)c(C(=O)NCCc2ccc(OC)cc2)c(C)n1CC	13%	0%	/
CCc1ccc(CNC(=O)c2ccc(CSc3nc4ccncc4n3Cc3ccccc3)cc2)cc1	-9%	8%	/
O=C(CCNS(=O)(=O)c1ccccc1C(F)(F)F)NCC(c1ccco1)N1CCCCC1 (stereo not drawn)	-4%	-10%	-21%
O=C(Nc1ccccc1)c1ccc(-c2ccc(F)cc2)s1	-1%	-11%	10%
Cc1ccc(CSCC(=O)NN=C2CCN(C)CC2)cc1	4%	-3%	18%
CN(C(=O)COC(=O)CNC(=O)c1ccc(Cl)cc1Cl)c1ccccc1	-5%	-2%	-5%
CCOC(=O)CSc1nc2ccccc2c(=O)n1CC1CCCC1	-11%	/	29%
Cc1ccc(C(=O)C(C)OC(=O)CNC(=O)c2ccc(Br)o2)cc1 (stereo not drawn)	11%	/	1%
CCOC(=O)C1(CCc2ccccc2)CCN(C(=O)C2=C(C)OCCO2)CC1	-7%	0%	9%
Cc1cccc(NC(=O)c2cc3c(=O)n4cccc(C)c4nc3s2)c1C	-11%	2%	/
Cc1ccnc(NC(=O)CNC(=O)COc2ccccc2)c1	4%	-3%	1%
CN(C)CCCNC(=O)c1ccc(-c2nc(-c3ccc(Cl)cc3)cs2)cc1	0%	2%	-16%
O=C(NC1CCCCC1)c1ccc(Cl)c(NC(=O)c2ccccc2F)c1	/	4%	3%
CC(NC(=O)c1cccs1)C(c1cccs1)N1CCOCC1 (stereo not drawn)	-3%	5%	13%
N#C/C(=C/c1cn(Cc2ccccc2Cl)c2ccccc12)C(=O)Nc1cccc(Cl)c1	11%	1%[12.3 µM]	/
COc1ccc(CC(=O)NC2CCN(CC(=O)N3CCCc4ccccc43)CC2)cc1OC	1%	0%	-10%
NCCNC(=O)c1c(NC(=O)c2ccccc2)sc2c1CCCC2	1%	/	-22%
COc1cc(OC)c(-c2nc(-c3ccncc3)no2)cc1OC	-28%	/	-3%
Cc1ccc(OCC(=O)c2cc(C)n(CC(F)(F)F)c2C)c([N+](=O)[O-])n1	1%	2%	6%
CCC(=O)Nc1ccc(NCc2ccc(-c3ccccc3)cc2)cc1	-4%	7%	-3%
O=C(O)c1n[nH]c2c1CC(C1CCCCC1)CC2 (stereo not drawn)	-3%	1%	1%
O=C(CSc1nnc(-c2ccc(Br)cc2)o1)Nc1cccc2ccccc12	1%	2%	8%
COc1cccc(/C=C2/Sc3ccc(C(=O)NCCN4CCCCCC4)cc3NC2=O)c1	50µM*	3%	-29%
(listing goes on)
SMILES	FEN1 inh	TDP1 inh	N370S GC
CC(=O)N1C(=O)C2(Nc3ccccc3N2)c2ccccc21	1%	3%	10%
CCOC(=O)/C(=N/Nc1ccccc1)N1CCCc2ccccc21	-14%	-3%	-1%
COc1ccc(-c2noc(CNS(=O)(=O)c3ccccc3)n2)cc1	4%	1%	4%
CCCCOc1cccc(-c2nnc(NC(=O)CSc3ccc(C)cc3)s2)c1	1%	-1%	7%
Cc1cc(C)cc(NC(=S)N2CCN(c3ncc(C(F)(F)F)cc3Cl)CC2)c1	12%	1%	-16%
Cn1cccc1C(=O)NCc1ccc(S(N)(=O)=O)cc1	-8%	7%	0%

Shown with the structure last: 3 of the compounds above.
FEN1 inh	TDP1 inh	N370S GC	compound
-17%	3%	17%	COc1ccc(C(=O)c2oc3ccc(OC)cc3c2N)cc1
8%	-8%	-8%	Cc1csc(SCC(=O)Nc2nnc(C)s2)n1
3%	0%	/	CCC(=O)NC(c1cc(Cl)c2cccnc2c1O)C1CC1 (stereo not drawn)
